Mtb BioA inh: M. tuberculosis BioA enzyme inhibitors, primary screen, biochemical, plate reader, single point, HTS. purified M. tuberculosis BioA enzyme. 7,8-diaminopelargonic acid synthase BioA (Mycobacterium tuberculosis). inhibition, % at 9.99 µM. 360,000 tested, 0.096% active; in the data active = inhibition above about 40%
Starred values were filed as active, the others as inactive.

Start of the data: the first two compounds, to show the layout:
SMILES | Mtb BioA inh
CN(C)CC(=O)N1[C@H](C#N)[C@H](c2ccc(-c3ccc(C(=O)N(C)C)cc3)cc2)[C@H]1CO | -1.8
C[C@@H]1CN([C@H](C)CO)S(=O)(=O)c2ccc(C#Cc3ccc(F)cc3)cc2O[C@H]1CN(C)C(=O)CN(C)C | 5.2

All compounds of this part (from the top)
SMILES | Mtb BioA inh
CN(C)CC(=O)N1[C@H](C#N)[C@H](c2ccc(-c3ccc(C(=O)N(C)C)cc3)cc2)[C@H]1CO | -1.8
C[C@@H]1CN([C@H](C)CO)S(=O)(=O)c2ccc(C#Cc3ccc(F)cc3)cc2O[C@H]1CN(C)C(=O)CN(C)C | 5.2
C[C@H](CO)N1C[C@H](C)[C@@H](CN(C)S(=O)(=O)c2ccc(Cl)cc2)Oc2ccc(NC(=O)C3CCCCC3)cc2CC1=O | 19
C[C@@H]1CN([C@@H](C)CO)C(=O)Cc2cc(NC(=O)Cc3cn(C)c4ccccc34)ccc2O[C@H]1CN(C)C(=O)Nc1ccccc1 | 0.7
CNC(=O)C[C@@H]1CC[C@H]2[C@@H](COc3ccc(NC(=O)c4ccc(C(F)(F)F)cc4)cc3C(=O)N2C)O1 | 1.7
CCNC(=O)Nc1ccc2c(c1)C(=O)N(C)[C@H]1CC[C@H](CC(=O)NCC3CCCCC3)O[C@H]1CO2 | -4.3
CN1c2ccc(Br)cc2[C@@H]2[C@@H](CCN2C(=O)C2CCOCC2)[C@@H]1CO | 13
CC(=O)n1cc([C@H]2C=C(C(=O)N3CCCCCCC3)O[C@@H](OCCCCO)C2)c2ccccc21 | -0.2
C[C@@H]1CN([C@H](C)CO)C(=O)c2cccc(NC(=O)c3ccncc3)c2O[C@H]1CN(C)C(=O)Nc1ccc2c(c1)OCO2 | -2.1
O=C(C[C@H]1C[C@@H]2c3cc(NC(=O)c4cccnc4)ccc3O[C@@H]2[C@H](CO)O1)NC1CCCCC1 | -0.9
COCC(=O)Nc1ccc2c(c1)C(=O)N(C)C[C@@H](OC)[C@H](C)CN(Cc1cncnc1)[C@@H](C)CO2 | -0.2
CC(=O)N(C)C[C@@H]1Oc2ncc(-c3ccc(C(=O)N(C)C)cc3)cc2C(=O)N([C@H](C)CO)C[C@H]1C | -1.2
CCNC(=O)Nc1ccc2c(c1)C(=O)N(C)[C@H]1CC[C@@H](CC(=O)NCCOC)O[C@@H]1CO2 | -1.9
CC(C)NC(=O)N(C)C[C@@H]1OCCCC[C@H](C)Oc2ccc(NS(=O)(=O)c3cccs3)cc2C(=O)N([C@@H](C)CO)C[C@@H]1C | -0.6
C[C@@H]1CN([C@@H](C)CO)C(=O)c2cc(C#CC3(O)CCCC3)cnc2O[C@@H]1CN(C)C(=O)Cc1ccncc1 | 0.7
CCC(=O)N(C)C[C@@H]1Oc2ncc(C#CC3(O)CCCC3)cc2C(=O)N([C@H](C)CO)C[C@@H]1C | 3.4
C[C@@H]1CN([C@@H](C)CO)C(=O)c2cc(C3=CCCCC3)cnc2O[C@@H]1CN(C)Cc1ccncc1 | 1.2
Cc1ccc(-c2cnc3c(c2)C(=O)N([C@H](C)CO)C[C@H](C)[C@H](CN(C)C(=O)c2cccc(F)c2)O3)cc1 | 0.7
C[C@@H]1CN([C@@H](C)CO)C(=O)c2cccc(N(C)C)c2O[C@@H]1CN(C)Cc1ccc(C(=O)Nc2ccccc2N)cc1 | -2.1
C[C@@H]1CN([C@H](C)CO)C(=O)c2cc(C3=CCCC3)cnc2O[C@H]1CN(C)C(=O)C1CCOCC1 | -3.5
OC[C@@H]1[C@H](c2ccc(-c3cccc(F)c3)cc2)[C@@H]2CN(Cc3cncnc3)CCCCN12 | -1.3
COC(=O)C[C@H]1C[C@H]2c3cc(NC(=O)NC4CCCCC4)ccc3O[C@H]2[C@H](CO)O1 | -1.1
C[C@H](CO)N1C[C@H](C)[C@@H](CN(C)CC2CC2)Oc2ccc(NC(=O)Nc3ccc(C(F)(F)F)cc3)cc2CC1=O | -3.7
CCC(=O)N1[C@H](CO)[C@H]2c3ccccc3N(C(=O)CC(F)(F)F)C[C@H]21 | 1.1
COc1cc2c(cc1OC)CN(C(=O)[C@H]1[C@@H]3C(=O)O[C@@H](c4ccccc4)[C@@H](c4ccccc4)N3[C@@H](c3ccc(O)cc3)[C@]13C(=O)Nc1ccccc13)CC2 | -1.8
O=C(C[C@H]1C=C[C@@H](NC(=O)c2cccc(F)c2)[C@@H](CO)O1)NCCN1CCCC1 | -2.2
C[C@H]1CCCCO[C@@H](CN(C)C(=O)Nc2ccc(C(F)(F)F)cc2)[C@@H](C)CN([C@@H](C)CO)C(=O)c2cc(NC(=O)NC3CCCCC3)ccc2O1 | 1.5
CCCC#Cc1ccc2c(c1)O[C@@H](CN(C)S(C)(=O)=O)[C@H](C)CN([C@@H](C)CO)S2(=O)=O | 0.1
COc1ccc(NC(=O)Nc2ccc3c(c2)C(=O)N([C@@H](C)CO)C[C@@H](C)[C@H](CN(C)C(=O)Nc2cccc4ccccc24)O3)cc1 | -1.4
C[C@@H]1CN([C@@H](C)CO)C(=O)Cc2cc(NC(=O)Nc3ccc4c(c3)OCO4)ccc2O[C@H]1CN(C)Cc1ccc2c(c1)OCO2 | -2.3

An excerpt of these results, comma-delimited:
structure,Mtb BioA inh
COC(=O)C[C@H]1C[C@H]2c3cc(NC(=O)NC4CCCCC4)ccc3O[C@H]2[C@H](CO)O1,-1.1
C[C@H](CO)N1C[C@H](C)[C@@H](CN(C)CC2CC2)Oc2ccc(NC(=O)Nc3ccc(C(F)(F)F)cc3)cc2CC1=O,-3.7
CCC(=O)N1[C@H](CO)[C@H]2c3ccccc3N(C(=O)CC(F)(F)F)C[C@H]21,1.1
COc1cc2c(cc1OC)CN(C(=O)[C@H]1[C@@H]3C(=O)O[C@@H](c4ccccc4)[C@@H](c4ccccc4)N3[C@@H](c3ccc(O)cc3)[C@]13C(=O)Nc1ccccc13)CC2,-1.8

Continuation.
SMILES | Mtb BioA inh
C[C@H]1CN([C@@H](C)CO)C(=O)Cc2cc(NC(=O)Cn3cnnn3)ccc2O[C@H]1CN(C)Cc1ccc(Cl)c(Cl)c1 | 4.4
CO[C@H]1CN(C)C(=O)c2ccc(NC(=O)NC(C)C)cc2OC[C@@H](C)NC[C@H]1C | -3.7
C/C=C/c1ccc([C@@H]2[C@@H](CO)N(C(=O)C3CC3)[C@H]2CN(CC)C(C)=O)cc1 | -0.3
CC(=O)N(C)C[C@@H]1[C@@H](c2ccc(-c3cccnc3)cc2)[C@H](CO)N1C(=O)C1CC1 | 11
COc1ccc(NC(=O)N(C)C[C@H]2OCCCC[C@H](C)Oc3ccc(NC(=O)NC(C)C)cc3C(=O)N([C@@H](C)CO)C[C@H]2C)cc1 | 1.7
CS(=O)(=O)N1[C@H](C#N)[C@@H](c2ccc(C#CC3CCCCC3)cc2)[C@H]1CO | 1.1
O=C(C[C@@H]1CC[C@@H]2[C@H](COC[C@H](O)CN2C(=O)c2ccccc2)O1)NC1Cc2ccccc2C1 | -1.6
O=C(Nc1cccc(Cl)c1)N[C@H]1CC[C@@H](CCNC(=O)C2CCCCC2)O[C@H]1CO | 4.8
C[C@@H]1CN([C@@H](C)CO)C(=O)c2cc(-c3ccncc3)cnc2O[C@H]1CN(C)C(=O)C1CCCCC1 | 5.3
CC(=O)N(C)C[C@H]1Oc2cc(-c3ccc(C)cc3)ccc2S(=O)(=O)N([C@@H](C)CO)C[C@H]1C | 0.4
O=C(C[C@@H]1CC[C@H](NC(=O)c2cccnc2)[C@@H](CO)O1)NCc1ccc(Cl)c(Cl)c1 | 2.1
C[C@@H]1CN([C@@H](C)CO)C(=O)c2cccc(NC(=O)c3cnccn3)c2O[C@@H]1CN(C)S(=O)(=O)c1cn(C)cn1 | -3.0
C[C@@H]1CN([C@@H](C)CO)C(=O)Cc2cc(NC(=O)NC3CCCCC3)ccc2O[C@H]1CN(C)Cc1ccc(C(=O)O)cc1 | 0.2
C[C@@H]1CN([C@@H](C)CO)C(=O)c2cc(C3=CCCC3)cnc2O[C@@H]1CN(C)C(=O)NC1CCCC1 | -6.9
COc1ccc(-c2cn(CC[C@@H]3CC[C@H](NC(=O)NC(C)C)[C@H](CO)O3)nn2)cc1 | 1.6
Cc1ccc(S(=O)(=O)N[C@@H]2CC[C@H](CCn3cc(C(C)C)nn3)O[C@@H]2CO)cc1 | 5.2
CC=Cc1ccc2n(c1=O)C[C@@H]1[C@@H](CO)[C@H](C(=O)N3CCCCC3)[C@H]2N1Cc1ccccn1 (mixture of isomers) | -0.8
Cc1ccc(S(=O)(=O)N(C)C[C@H]2Oc3ncc(-c4ccccc4)cc3C(=O)N([C@@H](C)CO)C[C@H]2C)cc1 | 0.6
C[C@@H]1CCCCO[C@H](CN(C)C(=O)c2ccncc2)[C@@H](C)CN([C@@H](C)CO)C(=O)c2cc(NC(=O)Cc3ccccc3)ccc2O1 | 2.3
Cc1noc(C)c1NC(=O)N(C)C[C@@H]1Oc2c(NS(=O)(=O)c3ccccc3)cccc2C(=O)N([C@@H](C)CO)C[C@@H]1C | 0.4
COc1ccc(CN(C)C[C@@H]2Oc3c(NC(=O)Nc4ccc(OC)cc4)cccc3C(=O)N([C@@H](C)CO)C[C@@H]2C)cc1 | 2.0
C[C@H](NC(=O)C[C@@H]1CC[C@@H]2[C@@H](COc3ccc(NC(=O)C4CCOCC4)cc3C(=O)N2C)O1)c1ccccc1 | -2.9
C[C@@H]1CN([C@@H](C)CO)C(=O)c2cc(C3=CCCCC3)cnc2O[C@H]1CN(C)CC1CCOCC1 | -1.9
C[C@@H]1CN([C@H](C)CO)C(=O)Cc2cc(NC(=O)Nc3cccc4ccccc34)ccc2O[C@@H]1CN(C)CC1CC1 | -2.3
C[C@H]1CN([C@@H](C)CO)C(=O)c2cc(NC(=O)CCN3CCOCC3)ccc2O[C@@H]1CN(C)C | 0.0
CO[C@@H]1CN(C)C(=O)c2cc(NC(=O)c3cnccn3)ccc2OC[C@H](C)N(C(C)=O)C[C@H]1C | 1.8
C[C@H]1CN([C@@H](C)CO)C(=O)Cc2cc(NC(=O)C3CC3)ccc2O[C@@H]1CN(C)Cc1ccncc1 | 0.1
Cc1ccc(S(=O)(=O)N(C)C[C@H]2OCCCC[C@H](C)Oc3ccc(NS(C)(=O)=O)cc3C(=O)N([C@H](C)CO)C[C@@H]2C)cc1 | -0.8
C[C@@H]1CN([C@@H](C)CO)C(=O)c2c(c3ccccc3n2C)-c2ccccc2CO[C@H]1CN(C)C(=O)Nc1ccc(F)cc1 | 5.0
COc1ccc(S(=O)(=O)N(C)C[C@H]2OCCCC[C@H](C)Oc3ccc(NC(=O)CCC(F)(F)F)cc3C(=O)N([C@@H](C)CO)C[C@@H]2C)cc1 | -0.1
O=C(C[C@@H]1C[C@H]2c3cc(NC(=O)c4ccc5c(c4)OCO5)ccc3O[C@H]2[C@@H](CO)O1)NCCc1ccccc1 | 0.2
Cc1ccc(S(=O)(=O)N(C)C[C@@H]2OCCCC[C@@H](C)Oc3ccc(NC(=O)Nc4ccc(F)cc4)cc3C(=O)N([C@H](C)CO)C[C@H]2C)cc1 | 0.1
C[C@H](O)C#Cc1cnc2c(c1)C(=O)N([C@H](C)CO)C[C@H](C)[C@@H](CN(C)C(=O)c1ccc(F)cc1)O2 | -0.8
C[C@@H]1CN([C@H](C)CO)S(=O)(=O)c2ccc(-c3ccccc3F)cc2O[C@@H]1CN(C)S(C)(=O)=O | 0.2
COc1ccc(CN(C)C[C@@H]2OCCCC[C@H](C)Oc3ccc(NS(=O)(=O)c4ccc(C)cc4)cc3C(=O)N([C@H](C)CO)C[C@H]2C)cc1 | 2.8
C[C@H]1CN([C@@H](C)CO)C(=O)c2cc(C#CCN(C)C)cnc2O[C@@H]1CN(C)Cc1ccc(C(=O)O)cc1 | -6.1
CC(C)C#Cc1ccc([C@@H]2[C@H]3CN(CC4CC4)CCCCN3[C@H]2CO)cc1 | 1.8
Cc1ccc(S(=O)(=O)N(C)C[C@H]2OCCCC[C@@H](C)Oc3ccc(NC(=O)NC4CCCCC4)cc3C(=O)N([C@@H](C)CO)C[C@H]2C)cc1 | -0.7
COCC(=O)N1C[C@H](C)[C@@H](OC)CN(C)C(=O)c2cc(NC(=O)c3ccccc3)ccc2OC[C@H]1C | -3.6
COc1ccccc1CN1[C@@H](CO)[C@@H]2c3ccccc3N(C(=O)c3cccnc3)C[C@@H]21 | 0.0
Cc1ccc(S(=O)(=O)Nc2ccc3c(c2)C(=O)N([C@@H](C)CO)C[C@@H](C)[C@@H](CN(C)S(=O)(=O)c2ccc(F)cc2)OCCCC[C@H](C)O3)cc1 | -1.7
O=C(C1CCC1)N1C[C@@H]2[C@H](c3ccccc31)[C@H](CO)N2C(=O)Nc1cccc(F)c1 | 3.6
COc1ccc(S(=O)(=O)N2CCCCN3[C@@H](CO)[C@@H](c4ccc(C5=CCCC5)cc4)[C@@H]3C2)cc1 | 2.4
Cc1ccc(S(=O)(=O)N(C)C[C@@H]2Oc3ccc(NS(=O)(=O)c4ccc(Cl)cc4)cc3CC(=O)N([C@@H](C)CO)C[C@H]2C)cc1 | 1.1
CCCNC(=O)C[C@@H]1CC[C@@H]2[C@@H](COc3ccc(NC(=O)c4cccc(OC)c4)cc3C(=O)N2C)O1 | 9.3
C[C@H](CO)N1C[C@H](C)[C@H](CN(C)Cc2ccc(-c3ccccc3)cc2)Oc2ccc(NC(=O)CCC(F)(F)F)cc2C1=O | -2.0
CCCNC(=O)C[C@@H]1CC[C@H]2[C@@H](COC[C@@H](O)CN2C(=O)Nc2ccc3c(c2)OCO3)O1 | 0.5
COCC(=O)Nc1ccc2c(c1)[C@@H]1C[C@@H](CC(=O)NCc3ccc(OC)cc3)O[C@@H](CO)[C@@H]1O2 | 0.1

Sorted by molecular weight (rising): 4 of the compounds above.
SMILES | Mtb BioA inh
Cc1ccc(S(=O)(=O)N[C@@H]2CC[C@H](CCn3cc(C(C)C)nn3)O[C@@H]2CO)cc1 | 5.2
CCNC(=O)Nc1ccc2c(c1)C(=O)N(C)[C@H]1CC[C@@H](CC(=O)NCCOC)O[C@@H]1CO2 | -1.9
C[C@@H]1CN([C@@H](C)CO)C(=O)c2cc(C3=CCCCC3)cnc2O[C@H]1CN(C)CC1CCOCC1 | -1.9
C[C@H]1CN([C@@H](C)CO)C(=O)c2cc(C#CCN(C)C)cnc2O[C@@H]1CN(C)Cc1ccc(C(=O)O)cc1 | -6.1

Source: PubChem BioAssay

A portion of the library; count on the stated rates, not on these rows.
